Gli-Sufu antag: Gli-Sufu pathway antagonists, primary screen, luciferase luminescence, Sufu-KO-LIGHT cells, uHTS; Sufu-KO-LIGHT fibroblasts, Gli luciferase reporter luminescence; inhibition, % at 5 µM; 0.74% of 340,000 active;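 active means inhibition above about 55%, limit read from the data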;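 further: 0% = DMSO-treated cells and 100% = wells with medium but no cells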
EBI2 block: EBI2 receptor antagonists, beta-arrestin recruitment, primary screen, cell-based, luminescence, 7a,25-OHC stimulation, uHTS | G-protein coupled receptor 183 (Homo sapiens), P32249 | 7a,25-OHC stimulated | inhibition, % at 5 µM | 0.81% of 360,000 active | AID 651636, 2012; in the data active means inhibition above about 38%;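 further: enzyme fragment complementation signal reports receptor beta-arrestin coupling in cells; 0% = agonist plus DMSO wells and 100% = wells without agonist; some results beyond the cut were filed as inactive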
Target sequence (P32249 whole entry, looked up, the tested form may be a part): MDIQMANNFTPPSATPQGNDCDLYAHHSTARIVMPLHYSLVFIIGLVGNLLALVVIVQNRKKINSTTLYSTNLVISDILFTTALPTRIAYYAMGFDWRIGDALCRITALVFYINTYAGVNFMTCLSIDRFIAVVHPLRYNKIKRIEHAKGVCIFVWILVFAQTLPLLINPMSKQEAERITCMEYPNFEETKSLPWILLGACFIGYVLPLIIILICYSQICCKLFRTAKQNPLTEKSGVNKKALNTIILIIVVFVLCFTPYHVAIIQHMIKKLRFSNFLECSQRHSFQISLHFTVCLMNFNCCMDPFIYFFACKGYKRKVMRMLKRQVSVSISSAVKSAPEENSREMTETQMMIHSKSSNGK
697 NFkB inh: inhibitors of PMA/ionomycin-induced NF-kB reporter, 697 cells, primary screen, B-cell NF-kB inhibitor project, cell-based, luminescence, uHTS; 697 B-cell NF-kB luciferase reporter, 16 h; inhibition, % at 4 µM; 0.33% of 330,000 active; AID 435022, 2010; in the data active means inhibition above about 35%
Jurkat NFkB inh: inhibitors of induced NF-kB luciferase reporter, primary screen, TCR NF-kB activation inhibitor project, cell-based, luminescence, uHTS. Jurkat, PMA/ionomycin-induced NF-kB luciferase reporter. inhibition, % at 4 µM. 0.53% of 330,000 active. AID 435003, 2010
UBC13 inh: UBC13 polyubiquitin chain formation inhibitors, primary screen, biochemical, TR-FRET, uHTS. inhibition, % at 20 µM. AID 485273, 2010. 0.47% of 330,000 active; in the data active means inhibition above about 45%, passing the limit was not always enough
Target sequence (P61088 whole entry, looked up): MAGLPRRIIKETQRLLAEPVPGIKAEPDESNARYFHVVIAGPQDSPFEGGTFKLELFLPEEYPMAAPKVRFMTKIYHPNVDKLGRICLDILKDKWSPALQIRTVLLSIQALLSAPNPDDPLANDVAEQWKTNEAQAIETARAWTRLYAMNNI
SENP8 inh: SENP8 protease inhibitors, primary screen, biochemical, luminescence | Sentrin-specific protease 8 (Homo sapiens), Q96LD8 | purified SENP8, Z-RLRGG-aminoluciferin cleavage | inhibition, % at 10 µM | 1.2% of 330,000 active | AID 2540, 2010
CCR6 antagonist: CCR6 receptor antagonists, primary screen, cell-based, CHO-K1, luminescence, beta-arrestin, uHTS | inhibition, % at 20 µM | 0.49% of 340,000 active | CHO-K1 CCR6 PathHunter beta-arrestin, CCL20-stimulated | C-C chemokine receptor type 6 (Homo sapiens), P51684 | AID 493098, 2011;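 active means compounds whose inhibition of the agonist-driven luminescence signal at 20 µM reaches about 50%, limit read from the data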;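 further: cells stimulated with CCL20 at 14 nM final; plate controls were DMSO with CCL20 for no effect and DMSO without agonist for full effect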
Target sequence (P51684 whole entry, looked up): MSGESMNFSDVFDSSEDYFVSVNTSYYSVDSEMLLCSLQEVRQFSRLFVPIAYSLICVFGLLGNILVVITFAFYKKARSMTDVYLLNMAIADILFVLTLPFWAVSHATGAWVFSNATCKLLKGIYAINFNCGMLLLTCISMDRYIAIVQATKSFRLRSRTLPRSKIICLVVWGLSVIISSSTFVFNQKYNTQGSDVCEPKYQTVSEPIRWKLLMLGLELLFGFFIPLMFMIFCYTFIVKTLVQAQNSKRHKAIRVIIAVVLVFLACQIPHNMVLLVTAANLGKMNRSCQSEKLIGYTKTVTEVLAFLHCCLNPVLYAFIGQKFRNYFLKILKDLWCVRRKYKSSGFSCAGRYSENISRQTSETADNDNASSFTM
Apaf1 inhib: inhibitors of human Apaf-1 apoptosome, primary screen, biochemical, DEVD-Rh110 fluorescence, uHTS | reconstituted apoptosome caspase-3 activity | inhibition, % at 20 µM | Apoptotic protease-activating factor 1 (Homo sapiens), O14727 | 0.71% of 330,000 active; active means inhibition of at least 40% at 20 µM;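 further: plate controls were DMSO wells for no effect and DEVD-CHO caspase inhibitor wells for full effect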
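Material: reconstituted apoptosome with Apaf-1, cytochrome c, caspase-9, procaspase-3, dATP. Technique: Rh110 fluorescence intensity. Buffer or medium: pH 7.5 Hepes buffer with CHAPS, BSA, DTT. Times: 30 min plus 50 min, RT.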
An asterisk follows results filed as active; / = no result given. Unless noted, no stated cut-off is given here; in the data, active means inhibition above about 50%; inactive means the rest. Not all compounds are listed; rates above refer to the full screens.

SMILES	Gli-Sufu antag	EBI2 block	697 NFkB inh	Jurkat NFkB inh	UBC13 inh	SENP8 inh	CCR6 antagonist	Apaf1 inhib
CC(C)=CCN1CCN(Cc2cnc(N3CCOCC3)s2)CC1CCO (stereo unspecified)	11	-6	-1	-11	-7	-5	5	2
CC1(c2ccccc2)NC(=O)N(CC(=O)N2CCOCC2)C1=O (stereo unspecified)	1	-5	0	13	-1	3	-12	-1
CC(=C\C(=O)O)/C(=C/c1ccc(C)o1)C(=O)O	-4	-7	2	9	0	-5	9	-2
CN1CCN(C(=O)CCc2nc3ccccc3c(=O)[nH]2)CC1	-5	0	2	1	-3	-7	-4	4
O=C(Nc1cccnc1)c1cccc(S(=O)(=O)Nc2ccccc2F)c1	5	0	3	12	-3	1	2	4
CCSc1nnc(NC(=O)CSc2nncc(=O)n2N)s1	-4	-5	-4	3	2	-3	3	-6
COC(=O)C1CC(O)CN1C(=O)c1ccco1 (stereo unspecified)	3	-5	-14	11	9	-6	-5	-15
CCOC(=O)c1ccccc1OCc1cc(/C=N/NC(=O)c2cccnc2)ccc1OC	-28	-42	-16	6	-6	-2	-8	-3
C=C(C)COc1ccc(-c2ncncc2Oc2ccc(OC)cc2)c(O)c1	-5	-11	7	3	0	8	-3	20
COc1ccc(NS(=O)(=O)c2cccc(Cl)c2Cl)cc1S(=O)(=O)N1CCCCC1	-2	-9	4	17	14	-3	-1	5
O=C(CCS(=O)(=O)Cc1cccc(Cl)c1)NCCc1ccccc1	-1	9	1	-1	4	-10	6	8
CCn1c(CNC(=O)C2CCCCC2)cc2ccccc21	11	-1	9	-3	0	-5	1	-10
CC(c1ccccc1)N1C(=O)OC(C)(C)C1(C)O (stereo unspecified)	10	-2	7	13	-6	28	1	8
CCCCN(C)CCNC(=O)CN1C(=O)CSc2ccc(S(=O)(=O)N3CCOCC3)cc21	-28	-1	11	1	13	-6	4	6
CC1CCN(Cc2nnnn2-c2ccc(Cl)cc2)CC1	0	0	-47	2	-10	-4	3	13
CN1CCN(NC(=O)c2ccc(Cl)c([N+](=O)[O-])c2)CC1	-2	1	-6	3	0	-7	-13	4
Cc1ccc(S(=O)(=O)N2CCN(C(=O)COC(=O)COc3ccccc3)CC2)cc1	-1	-1	8	-4	-13	-9	-5	7
COc1ccc(CC(=O)OCC(=O)Nc2ccc(F)cc2)cc1	0	-5	14	12	-2	2	10	2
COC(C(=O)Nc1ccccc1C(=O)N1CCOCC1)c1ccccc1 (stereo unspecified)	6	-9	2	20	2	-2	-2	-4
CCOC(=O)Cn1nc(NC(=O)c2cc(OC)cc(OC)c2)cc1C	-14	5	-16	8	-5	6	7	-3
Cc1ccccc1CN(c1ccc(C(N)=O)cc1)S(C)(=O)=O	-13	-8	7	15	12	0	13	-9
CC(C)C[C@H](NC(=O)N1CCn2c1nc1ccccc12)C(=O)NCc1ccc2c(c1)OCO2	4	-16	15	7	2	-1	6	22
Cc1cc(C)n2nc(C(=O)Oc3ccc4c(c3)OCO4)nc2n1	1	-1	5	-10	7	-4	14	-3
CCCCCCP(=O)(O)c1ccccc1	5	-2	7	6	1	-2	-6	-11
COc1ccc(Nc2nc3ccccc3n3cnnc23)cc1	3	-26	10	-3	-8	7	1	-10
Cn1cccc1CNCC(O)c1ccccc1 (stereo unspecified)	-11	-5	8	-1	5	-13	5	-11
O=C(C[n+]1ccccc1)Nc1nc2ccccc2s1	7	-5	-7	2	-8	2	-6	3
CC(C)N1CCN(Cc2ccc(C#CC(C)(C)O)s2)CC1CCO (stereo unspecified)	1	-10	-6	3	-1	6	18	-3
O=C(CN1CCN(c2ccccc2O)CC1)Nc1ccc2c(c1)OCCCO2	-2	-6	-12	7	-12	-7	-1	7
CCc1ccc(OCc2nnc(SCC(=O)N3CCOCC3)o2)cc1	-3	6	4	-2	6	-2	14	-8
COc1ccc(-n2c(SCC(=O)N/N=C(\C)c3cccnc3)nc3ccccc3c2=O)cc1	-7	-1	4	-2	5	-1	1	-24
O=c1ccn(Cc2ccccc2Cl)cc1	17	0	-3	16	-2	-3	10	-19
COc1ccc(-c2ccc(-c3cc(=O)oc4cc(OC)c(OC)c(OC)c34)cc2)cc1F	-2	7	-6	/	/	/	19	16
COc1ccc(CNC(=O)c2csc(Cc3ccc(OC)cc3)n2)cc1	-1	20	8	3	-6	-4	13	-7
CCc1nnc(NC(=O)C2CC(=O)N(Cc3ccco3)C2)s1 (stereo unspecified)	-5	-5	9	2	7	4	-6	0
O=C(NCc1ccc2c(c1)OCO2)c1cccc(Cl)c1	-30	2	6	-7	0	-6	15	0

Five entries from above, arranged by the value under Jurkat NFkB inh, ascending:
structure	EBI2 block	697 NFkB inh	Jurkat NFkB inh	UBC13 inh	CCR6 antagonist
O=C(NCc1ccc2c(c1)OCO2)c1cccc(Cl)c1	2	6	-7	0	15
COc1ccc(Nc2nc3ccccc3n3cnnc23)cc1	-26	10	-3	-8	1
COc1ccc(-n2c(SCC(=O)N/N=C(\C)c3cccnc3)nc3ccccc3c2=O)cc1	-1	4	-2	5	1
O=C(C[n+]1ccccc1)Nc1nc2ccccc2s1	-5	-7	2	-8	-6
CC(C)N1CCN(Cc2ccc(C#CC(C)(C)O)s2)CC1CCO (stereo unspecified)	-10	-6	3	-1	18

The results go on.
SMILES	Gli-Sufu antag	EBI2 block	697 NFkB inh	Jurkat NFkB inh	UBC13 inh	SENP8 inh	CCR6 antagonist	Apaf1 inhib
Cc1cccc(C)c1NC(=O)CSc1nnnn1C	57*	-7	18	8	1	7	-7	-10
Cn1c(=O)c2c(nc(NCc3ccccc3)n2C)n(C)c1=O	10	0	13	-1	5	-3	3	1
O=C(COC(=O)c1ccccc1-n1cnnn1)c1ccc(Br)cc1	-14	0	-1	-8	-8	0	20	15
Cc1ccc(C(=O)N(Cc2nc(-c3ccc(C)cc3)no2)C(C)C)cc1	4	4	-6	3	2	1	9	18
Cc1cc(C)n2c(SCc3ccc(Cl)cc3Cl)nnc2n1	-9	5	2	13	3	7	14	9
Cc1cc(C)n(-c2ccc(Cl)c(C(=O)OCC(N)=O)n2)n1	-3	2	21	11	6	1	-5	-24
O=C(NC1CCS(=O)(=O)C1)c1cccc(S(=O)(=O)N2CCCCC2)c1 (stereo unspecified)	8	3	1	-2	-3	3	-1	-3
CC(=O)c1ccccc1OCC(O)Cn1ccnc1 (stereo unspecified)	1	0	13	9	-3	6	6	0
CCc1nc2ccccc2c(C(=O)OCC(=O)Nc2cccc(S(=O)(=O)NC3=NCCCCC3)c2)c1C	29	1	-66	10	1	2	0	6
CCOC(=O)CCCNC(=O)CN1C(=O)NC(c2ccccc2)(c2ccccc2)C1=O	-10	-12	-7	-5	-4	-11	6	6
C#CCOCCOCCOCCNc1nc(N2CCN(C(=O)[C@H](CCCN=C(N)N)n3cc(C(N)[C@@H](C)CC)nn3)CC2)nc(N2CCN(C(=O)[C@H](CC(N)=O)n3cc([C@@H](N)C(C)C)nn3)CC2)n1 (stereo partly specified)	-3	-7	16	2	7	-15	-15	12
c1ccc(Cn2cc(-c3cccnc3)cn2)cc1	-20	-8	-7	-12	7	-7	-3	3
CCC1C(=O)N=C(SCC(=O)Nc2ccc(Br)cn2)NC1=O (stereo unspecified)	-5	-12	13	-1	-2	5	-1	-11
Cc1ccc(-c2csc3ncnc(-n4cnc5ccccc54)c23)cc1	9	3	-33	25	10	5	13	10
COc1ccc(NC(=O)c2cc(-c3ccc(C)cc3)on2)cc1OC	-6	-9	0	-5	-5	0	7	-5
COc1ccc(S(=O)(=O)N2CCCCCC2)cc1C(=O)N(C)Cc1cccs1	3	-3	24	1	0	1	10	7
CN(CC(=O)O/N=C(\N)c1ccccn1)S(=O)(=O)c1ccc(Br)cc1	-15	4	-8	-19	2	-4	-28	2
CC(CCc1ccccc1)NC(=O)CCNC(=O)Cn1ccc2ccccc2c1=O (stereo unspecified)	17	-4	7	-3	10	7	11	-11
CCCCNC(=O)C1c2cc(OC)c(OC)cc2C(=O)N(C)C1c1ccc(OC)cc1 (stereo unspecified)	9	-3	-3	-9	-6	-6	-8	0
Cc1cc(C)c(C#N)c(Nc2cccc(C)c2C)n1	-13	0	-1	5	5	2	-2	-1
CC1CCN(S(=O)(=O)c2ccc3c(c2)n(C)c(=O)n3C)CC1	5	-3	8	7	0	-6	8	2
Cc1cc(SCC(=O)N2CCCC2=O)nc2ccccc12	-6	1	-32	-19	0	0	3	6
CC(C)(C)C(=O)NC(=S)Nc1sc2c(c1C#N)CCCCC2	-34	3	-72	-28	14	-5	29	12
NS(=O)(=O)c1cccc(NC(=O)COC(=O)/C=C/c2nc3ccccc3s2)c1	-10	-5	19	-4	3	-16	1	-6

Entries of single compounds as entered above. Screens in order: Gli-Sufu antag	EBI2 block	697 NFkB inh	Jurkat NFkB inh	UBC13 inh	SENP8 inh	CCR6 antagonist	Apaf1 inhib
CC1CCN(S(=O)(=O)c2ccc3c(c2)n(C)c(=O)n3C)CC1 as listed: 5	-3	8	7	0	-6	8	2
CC(C)(C)C(=O)NC(=S)Nc1sc2c(c1C#N)CCCCC2 as listed: -34	3	-72	-28	14	-5	29	12

The listing continues:
SMILES	Gli-Sufu antag	EBI2 block	697 NFkB inh	Jurkat NFkB inh	UBC13 inh	SENP8 inh	CCR6 antagonist	Apaf1 inhib
O=C(NNC(=O)c1ccccc1[N+](=O)[O-])Nc1ccc(Cl)cc1	-6	-5	-3	-5	4	-2	7	0
Cc1ccc(S(=O)(=O)NN2C(=O)/C(=C/c3cccc(F)c3)SC2=S)cc1	4	-12	0	-17	-17	8	15	12
Cc1ccc(S(=O)(=O)Cc2nc3ccccc3c(=O)[nH]2)cc1	-6	4	15	25	8	8	-4	-2
Cc1ccc(NC(=S)NC(NC(=O)c2ccccc2)C(Cl)(Cl)Cl)c(C)c1 (stereo unspecified)	7	7	-26	-3	-20	-7	8	14
CC(=O)OC(Cn1nc(C)cc1C)c1ccccc1 (stereo unspecified)	-2	1	3	6	9	6	14	-5
COc1ccccc1CN(C)C(=O)c1ccccc1Sc1ccccc1C#N	18	8	-8	-21	-5	9	19	26
O=C1CCC([N+](=O)[O-])C(c2ccc(-c3ccccc3)cc2)N1 (stereo unspecified)	2	-24	13	5	4	1	5	4
COc1ccc(N(CC(=O)N2CCN(c3ccc(Cl)cc3)CC2)S(=O)(=O)c2c(C)n[nH]c2C)cc1	38	5	37*	14	14	3	1	15
O=C(O)/C=C/C(=O)Nc1ccc(Oc2ncnc3cc(Cl)ccc23)nc1	6	/	-1	-6	5	1	-4	-24
CN(C)C(=O)C12CCC(C)(c3nc4ccccc4nc31)C2(C)C (stereo unspecified)	1	-3	18	0	-5	-10	8	7
CCCc1c(NC(=O)Nc2ccc(Cl)cc2Cl)cnn1-c1ccccc1	29	5	-379	-69	2	4	-12	15
O=C(NCCCn1ccnc1)c1cc(C(=O)C2CCCCC2)c[nH]1	-3	-4	-14	-1	11	2	2	-2
NS(=O)(=O)c1ccc(CNC(=O)c2cc(-c3cccnc3)nc3ccc(Br)cc23)cc1	-17	-5	12	-4	-38	-1	-5	11
CCOC(=O)c1c(NC(=O)COC(=O)c2nc(Cl)ccc2Cl)sc2c1CCC2	-1	-24	12	-5	6	6	0	12
Cc1ccc(S(=O)(=O)N(CC(O)CN2C(=O)NC(C)(C)C2=O)c2cccc([N+](=O)[O-])c2)cc1 (stereo unspecified)	25	-7	12	-7	5	9	6	4
O=C(NC1CCCCC1)C(c1ccc2ncccc2c1)N(Cc1ccc2c(c1)OCO2)C(=O)c1cccs1 (stereo unspecified)	0	8	8	13	-5	6	-6	9
C=CCC(NCc1ccccc1)c1ccc(C)o1 (stereo unspecified)	-2	-1	-17	-10	-1	-12	24	11
Cc1ccc(-c2ccc(CCC(=O)O)n2NC(=O)c2ccc([N+](=O)[O-])cc2)cc1	-7	-4	-3	-12	-15	-4	-2	-6

Compound activity from PubChem BioAssay.
